# High-throughput results as filed in PubChem.
# KCNQ2 inh – KCNQ2 potassium channel inhibitors, primary screen, cell-based, CHO-K1, FluxOR thallium flux, B-score (AID 2156); 20 min; hits give low values; B-score at 10 µM; 310,000 tested, 1.1% active;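 active = fluorescence ratio B-score at most minus 3 library SDs, with starting brightness B-score within 2 library SDs, cut at about -5.5 in these data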
# CHT inh – inhibitors of human choline transporter CHT | High affinity choline transporter 1 (Homo sapiens), Q9GZV3 | CHT-expressing cells, membrane potential dye, choline response; hits give low values | B-score at 10 µM | 310,000 tested, 0.86% active;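 active = B-score over 3 SD under the library average, and starting fluorescence ratio not unusually high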;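 note: choline stimulus applied at its EC90 after an EC20 pre-addition; B-score computed on integrated fluorescence ratio after choline addition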
# Target sequence (Q9GZV3 whole entry, looked up): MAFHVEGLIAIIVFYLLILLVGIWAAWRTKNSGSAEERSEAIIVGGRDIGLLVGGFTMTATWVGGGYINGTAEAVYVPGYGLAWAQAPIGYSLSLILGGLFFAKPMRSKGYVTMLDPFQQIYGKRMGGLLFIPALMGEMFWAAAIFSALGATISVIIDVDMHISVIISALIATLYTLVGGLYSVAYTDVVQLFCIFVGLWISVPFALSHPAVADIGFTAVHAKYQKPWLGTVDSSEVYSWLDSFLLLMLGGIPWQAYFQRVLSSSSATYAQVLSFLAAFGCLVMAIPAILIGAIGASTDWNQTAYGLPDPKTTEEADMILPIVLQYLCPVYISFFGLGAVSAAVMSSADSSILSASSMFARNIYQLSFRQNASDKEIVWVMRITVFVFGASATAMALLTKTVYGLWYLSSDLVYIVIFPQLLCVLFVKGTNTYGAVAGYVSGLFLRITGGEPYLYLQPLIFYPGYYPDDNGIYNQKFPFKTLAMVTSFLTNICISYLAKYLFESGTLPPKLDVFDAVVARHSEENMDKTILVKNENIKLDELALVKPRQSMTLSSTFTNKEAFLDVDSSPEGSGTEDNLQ
# Calls only; i = inactive; . = not tested or not shown.
SMILES,KCNQ2 inh,CHT inh
O=C(Nc1ccc(C(=O)O)cc1)/C(=C/c1cccc(Br)c1)NC(=O)c1ccco1,i,i
O=C(NCc1ccccc1)c1ccc(F)c(S(=O)(=O)N2CCOCC2)c1,i,i
CCNc1nnc(-c2ccc(C)cc2)o1,i,i
CN(C)C(=S)Nn1c(-c2ccccc2)nc2ccccc2c1=O,i,i
C=CCn1nnnc1SCC(=O)Nc1cccc(C(F)(F)F)c1,i,i
CC(=O)Nc1ccc(S(=O)(=O)NCCCN2CCOCC2)cc1,i,i
Cc1ccccc1NCCC(=O)Nc1ccc(Cl)cc1,i,i
COc1ccc(NC(=O)CSc2c3c(nc4cc(Cl)ccc24)CCCC3)cc1OC,i,i
CCN(CC)c1nc(C#N)nc(N(CC)CC)n1,i,.
O=C(Cc1n[nH]c(=O)c2ccccc12)Nc1cc(Cl)ccc1-n1cncn1,i,i
COc1ccc(CCN(C)C(=O)C2CCN(Cc3cccc(OC)c3OC)CC2)cc1OC,i,i
Cc1ccc(NCC(=O)N=Nc2c(O)[nH]c3ccc([N+](=O)[O-])cc23)cc1,i,i

# Complete entries as entered above.
# COc1ccc(CCN(C)C(=O)C2CCN(Cc3cccc(OC)c3OC)CC2)cc1OC as listed: KCNQ2 inh = i; CHT inh = i
# CCNc1nnc(-c2ccc(C)cc2)o1 as listed: KCNQ2 inh = i; CHT inh = i

# Additional results follow.
SMILES,KCNQ2 inh,CHT inh
COc1ccc(CNC(=O)CCSc2nc(-c3ccc4c(c3)OCO4)cc(C(F)(F)F)n2)cc1,i,i
CC12CCC(=O)N1C(C(=O)OCC(=O)Nc1cccc(Br)c1)CS2 (configuration not stated),i,i
Cc1n[nH]c(=O)nc1N1CCc2ccccc2C1,i,i
COc1cc(SC)ccc1C(=O)Nc1c(Cl)cncc1Cl,i,i
Nc1nc(-c2cccs2)c(-c2cccs2)s1,i,i
Cn1c(=O)c2c(-c3ccc(C(C)(C)C)cc3)n(CC3CCCO3)cc2n(C)c1=O (configuration not stated),i,i
Nc1c(-c2ccc(F)cc2)cnn1C1CCS(=O)(=O)C1 (configuration not stated),i,i
COC(=O)c1sccc1NC(=O)CC1C(=O)NCCN1C(=O)Nc1ccc(OCc2ccccc2)cc1 (configuration not stated),i,i
Cc1ccc(CN2CCN(Cc3cccc4c3OCO4)CC2CCO)cc1 (configuration not stated),i,i
CCn1cc(C(=O)O)c(=O)c2cc(F)c(N3CCN(C(=S)NC(=O)c4ccccc4C)CC3)cc21,i,i
CN1CCN(CC(=O)c2cc(C(C)(C)C)c(O)c(C(C)(C)C)c2)CC1,i,i
CCCCSc1cc(=O)[nH]c(N)n1,i,i
Cc1ccc(C(=O)N/N=C2\SCC(=O)N2c2cc(C)ccc2C)cc1,i,i
Cc1cc(Cl)ccc1NC(=O)C1COc2ccccc2O1 (configuration not stated),i,i
Cc1ccc(-n2ccnc2SCC(=O)O)c(C)c1,i,i
CC(C)(C)c1ccc(OCC(=O)NNC(=S)NC(=O)c2ccco2)c(Br)c1,i,i
O=S(=O)(CCSc1ccc(C(F)(F)F)cn1)c1ccccc1,i,i
CC(C(=O)NCc1ccccc1)N1CCN(c2ccc(F)cc2)CC1 (configuration not stated),i,i
CC(C)Nc1nc(Cl)nc(NNC(=O)C(C)Oc2ccccc2)n1 (configuration not stated),i,i
CC1Sc2ccccc2N(CC(=O)N(C(C)C)C(C)C)C1=O (configuration not stated),i,i
CCc1nnc(NC(=O)CSc2nnc(C)n2Cc2ccccc2)s1,i,i
C[C@@H](NC(=O)[C@@H]1Cc2ccccc2CN1C(=O)OC(C)(C)C)C(=O)NCc1ccco1,i,i
O=C(Nc1nnc(-c2cc(Cl)ccc2Cl)o1)C1=COCCO1,i,i
COC(=O)c1cc2sccc2n1Cc1nc(-c2ccc(OC)cc2)oc1C,i,i
CCCCCCCN1CCC(=O)N(CCO)CC1,i,i
O=C(c1ccc2c(c1)OCO2)C1CCCN(Cc2c(F)ccc(F)c2F)C1 (configuration not stated),i,i
Cc1ccc(S(=O)(=O)Cc2ccc(C(=O)N3CCN(c4cc(C)ccc4C)CC3)o2)cc1,i,i
Cc1cc(C)c(C(=O)C[n+]2cccc(C(N)=O)c2)c(C)c1,i,i
CC(C(=O)N1CCOCC1)N1c2cccc3cccc(c23)S1(=O)=O (configuration not stated),i,i
O=C(COc1ccc(Cl)cc1)NC1=NN(c2ccccc2)C(=O)C1,i,i
CCCOc1ccc(S(=O)(=O)NNC(=O)c2cc3ccccc3o2)cc1,i,i
CCOC(=O)CSc1nc2cc(C(=O)OC)ccc2c(=O)n1CCN1CCOCC1,i,i
COc1ccccc1C(=O)OCn1nnc2ccccc2c1=O,i,i
CC1CCC(NC(=O)C2CCN(c3nc4ccccc4s3)CC2)CC1 (configuration not stated),i,i
O=C(NCc1ccncc1)c1ccc2nc(Cc3ccccc3F)oc2c1,i,i
C=CCN1C(=O)C2(NNc3ccccc3O2)c2ccccc21 (configuration not stated),i,i

# Reprinted from the part before: two compounds, followed by the next part.
SMILES,KCNQ2 inh,CHT inh
O=C(NCc1ccncc1)c1ccc2nc(Cc3ccccc3F)oc2c1,i,i
C=CCN1C(=O)C2(NNc3ccccc3O2)c2ccccc21 (configuration not stated),i,i
Cc1ccc(S(=O)(=O)N2CCCC(C(=O)NCc3ccccc3F)C2)cc1 (configuration not stated),i,i
Cc1cccc(C)c1NC(=O)CS(=O)CC(=O)NC1CCCc2ccccc21 (configuration not stated),.,i
CCO[C@H]1OC(C(=O)NC2CC2)=C[C@@H](c2ccc(C(F)(F)F)cc2)[C@@H]1CCCO,i,i
Cc1onc(-c2c(Cl)cccc2Cl)c1C(=O)Nc1ccc2c(c1)OCCO2,.,i
Cc1nc2cc(C(F)(F)F)ccc2n1CCNc1nc(-c2ccc([N+](=O)[O-])c(Cl)c2)cs1,i,i
CN(C)/C=C(\C=O)c1onc(-c2ccccc2Cl)c1C#N,i,i
CCOC(=O)C1CCCN(C(=O)COc2ccc(N(C)S(=O)(=O)c3ccc(F)cc3)cc2)C1 (configuration not stated),i,i
C=CCn1c(C)nnc1SCC(=O)Nc1nccs1,i,i
Cc1ccccc1NC(=O)COc1coc(CN2CCCc3ccccc32)cc1=O,i,i
CC(=O)N(CC(=O)O)c1ccccc1C(=O)O,i,i
CCOc1ccc2nc(N3CCCC(C(=O)NCCCN4C(C)CCCC4C)C3)sc2c1 (configuration not stated),i,i
Cc1ccc2c(c1)c1c3n2CCN(C(=O)CN2CCN(C)CC2)C3CCC1 (configuration not stated),i,i
Cn1c(SCC(=O)Nc2cccc(O)c2)nnc1-c1ccc(S(=O)(=O)N2CCOCC2)cc1,i,i
CC(C)(C)c1ccc(C(=O)O)c(C(=O)c2ccccc2)c1,i,i
Cc1ccccc1OCc1occc1C(=O)Nc1cccc(-n2cnnn2)c1,i,i
Cc1nn(-c2ccccc2)c(Cl)c1C(=O)Nc1c(C)n(C)n(-c2ccccc2)c1=O,i,i
COc1ccc2nc(-c3cccc(N)c3)[nH]c2c1,i,i
CCOC(=O)Cc1csc(NC(=O)c2csc(C)c2)n1,i,i
N#CCSc1nc2ccccc2c(=O)n1CCC(=O)NC1CCCCC1,i,i
CCN(CC)CCn1c(/N=C/c2cc(Br)ccc2O)nc2ccccc21,i,i
O=C(CC(NC(=O)C(F)(F)F)c1ccccc1)Nc1nnc(CCc2ccccc2)s1 (configuration not stated),i,i
COc1ccc(Cl)c(NC(=O)NCCN2CCN(c3ccccc3)CC2)c1,i,i
O=[N+]([O-])c1ccc(-c2nnc(CNC3CCCC3)o2)cc1,i,i
Nc1cc(=O)[nH]c(SCc2nnnn2-c2ccc(Cl)cc2)n1,i,i
CC1CCN(C(c2nnnn2CCc2ccccc2)C(C)C)CC1 (configuration not stated),i,i
CCc1ccccc1OCc1nc2ccc(S(=O)(=O)N3CCOCC3)cc2[nH]1,i,i
O=C(NCC1OCCCN1S(=O)(=O)c1cc(F)ccc1F)C(=O)NC1CCCCCC1 (configuration not stated),i,i
O=c1[nH]c2ccc(NC(=S)NC3CCCCC3)cc2[nH]1,i,i
COc1cccc(OC)c1C(=O)Nc1cc(C)nn1-c1nc2ccccc2[nH]1,i,i
CCS(=O)(=O)Nc1cc2c3c(c1)CCN3C(=O)CC2,i,i
COc1cc(OC)cc(C(=O)Nc2cccc3cccnc23)c1,i,i
C/C(CC(=O)Nc1ccc(F)cc1)=N\NC(=O)c1ccccn1,i,i
COc1ccc(CN(C)C(=O)c2cccc(NS(=O)(=O)c3ccccc3)c2)c(OC)c1,i,i
Cc1occc1-c1nnc(SCC(=O)Nc2ccccc2-c2ccccc2)n1C,i,i
COc1ccc(/C=C2/C(=O)OCc3cc(OC)c(OC)cc32)c(OC)c1,i,i
Cc1ccc(S(=O)(=O)c2c(C)nn(C(C)(C)C)c2OC(=O)c2cccs2)cc1,i,i

# Next results
# Screens in order – KCNQ2 inh, CHT inh
- CCC(OC(=O)c1ccco1)C(=O)NCc1ccc(C)cc1 (configuration not stated)
→ i, i
- CCOCCC(=O)Nc1cc(Cl)ccc1OC
→ i, i
- O=C(CN(c1ccccn1)S(=O)(=O)c1ccccc1)N/N=C/c1cccc([N+](=O)[O-])c1
→ i, i
- O/N=C/c1ccc2ccccc2n1
→ i, i
- CC1=NN(C(N)=S)C(=O)C1N=Nc1ccc(S(N)(=O)=O)cc1 (configuration not stated)
→ i, i
- COc1ccc(NC(=O)c2oc3ccccc3c2NC(=O)C(C)(C)C)cc1
→ i, i
- Cc1cc(-c2n[nH]c(=S)n2/N=C/c2ccccc2[N+](=O)[O-])n[nH]1
→ i, i
- CCOC(=O)c1cc(NC(=O)c2ccc(C)cc2)c(=O)oc1C(F)(F)F
→ i, i
- COc1ccc(O)c(/C=N/NC(=O)c2cccc(N3CCCC3=O)c2)c1
→ i, i
- O=c1c2cc(Cl)cc(Cl)c2nc2n1CCC2
→ i, i
- O=C1NC(c2ccc(Cl)cc2)Oc2ccccc21 (configuration not stated)
→ i, i
- Cc1cccc(OCC(=O)NNC(=O)CCCCC(=O)NNC(=O)COc2cccc(C)c2)c1
→ i, i
- O=C(c1ccncc1)N1CCN(S(=O)(=O)c2cccc(Cl)c2)CC1
→ i, i
- O=C(COC(=O)c1ccco1)NCc1ccc(Cl)cc1
→ i, i
- CCCc1ccc(S(=O)(=O)N/N=C\c2ccc3c(c2)OCO3)cc1
→ i, i
- COc1ccc(OC)c(NC(=O)CCNC(=O)Cn2ccc3ccccc3c2=O)c1
→ i, i
- S=C(Nc1ccc(Cl)cc1)NC1CC2CCC(C1)N2Cc1ccccc1 (configuration not stated)
→ i, i
- O=C(CN(CC1CCCO1)S(=O)(=O)c1ccc(S(=O)(=O)NCC2CCCO2)cc1)Nc1ccccc1 (configuration not stated)
→ i, i
- COc1ccc(CNC(=O)CN(Cc2ccco2)C(=O)CNS(=O)(=O)c2ccc(F)cc2)cc1
→ i, i
- Cc1ccc(S(=O)(=O)c2cn(Cc3ccc(F)cc3)c3cc4c(cc3c2=O)OCO4)cc1
→ i, i
- COc1ccc(C(=O)Nc2cc(=O)n(C)c(=O)n2C)cc1
→ i, i
- Cc1cc([N+](=O)[O-])nn1Cc1noc(C(=O)NCc2ccc3c(c2)OCO3)n1
→ i, i
- O=C(NC1CCCCCCC1)c1cc([N+](=O)[O-])ccc1Cl
→ i, i
- CC1CCc2cc(F)ccc2N1C(=O)c1cccnc1 (configuration not stated)
→ i, i
- COc1cc(/C=N/NC(=O)c2cncc(Br)c2)cc([N+](=O)[O-])c1O
→ i, i
- CCOC(=O)C1=C(C)N(C)C(=S)NC1c1ccccc1 (configuration not stated)
→ i, i
- C=CCNC(=O)/C=C/c1c(F)cccc1Cl
→ i, i
- O=C(CCNS(=O)(=O)c1ccc(Br)s1)N1CCCCC1
→ i, i
- O=C(O)CCC(CNS(=O)(=O)c1ccccc1)C(F)(F)F (configuration not stated)
→ i, i
- COC(=O)CCCCCN1C(=O)/C(=C\c2ccncc2)SC1=S
→ i, i
- CN(Cc1ccccc1)c1ccc(C(=O)O)cc1[N+](=O)[O-]
→ i, i
- CC(O)c1nc2cc([N+](=O)[O-])ccc2n1Cc1ccccc1 (configuration not stated)
→ i, i
- COc1ccc(C(=O)NC2CCN(Cc3c(F)cccc3Cl)CC2)cc1OC
→ i, i
- COc1ccc(OC)c(NC(=O)CSc2nnnn2C)c1
→ i, i
- CC(=O)Oc1ccc(NC(=O)Cc2ccccc2)c(C(=O)O)c1
→ i, i
- CC1CCCCC1NC(=O)C1Cc2ccccc2CN1S(C)(=O)=O (configuration not stated)
→ i, i
- COCc1c(C(=O)N/N=C(/C)c2ccccc2)nnn1-c1nonc1N
→ i, i
- CC(=O)Nc1nc2ccccc2n1Cc1ccccc1Cl
→ i, i
- CC(NC(=O)c1ccc(F)cc1)c1nc2ccccc2n1Cc1ccccc1F (configuration not stated)
→ i, i
- COc1cccc(CNS(=O)(=O)c2c(C)[nH]c(C)c2C(=O)N2CCCC2)c1
→ i, i
- O=C(O)COc1ccc2c(c1)OCCO2
→ i, i
- COCCNC(=O)Cn1cc2c(n1)CCC(C)C2 (configuration not stated)
→ i, i
- O=C(Nc1nnc(SCC(=O)N2CCCc3ccccc32)s1)c1cccc2ccccc12
→ i, i
- O=C(Cn1c(COc2ccc(Cl)cc2)nc2ccccc21)NCC(F)(F)F
→ i, i

# Nothing new here: entries from further up.
# Screens in order – KCNQ2 inh, CHT inh
- CN(Cc1ccccc1)c1ccc(C(=O)O)cc1[N+](=O)[O-]
→ i, i
- CC(O)c1nc2cc([N+](=O)[O-])ccc2n1Cc1ccccc1 (configuration not stated)
→ i, i
- COc1ccc(C(=O)NC2CCN(Cc3c(F)cccc3Cl)CC2)cc1OC
→ i, i
- COc1ccc(OC)c(NC(=O)CSc2nnnn2C)c1
→ i, i
